Screens as filed in PubChem.
luminol inh ctr = counter-screen for Nox1 inhibitors: inhibitors of luminol chemiluminescence; HRP/luminol/H2O2 chemiluminescence counterscreen; inhibition, % at 6.7 µM; actives 0.4% (n = 16,000); AID 1823, 2009; note: reference of the scale not given here
NOTCH ag = agonists of NOTCH signaling; AID 434982, 2010; NOTCH signaling luciferase reporter cells, luminescence; actives 0.4% (n = 15,000); activation, % at 2.5 µM; in the data active = activation above about 2.2%
S1P1 agonist = activates the human S1P1 receptor | Sphingosine 1-phosphate receptor 1 (Homo sapiens), P21453 | S1P1 agonist cell-based reporter assay | activation, % at 4.5 µM | actives 1.5% (n = 16,000) | AID 1044, 2008; in the data active = activation above about 80%
Nox1 inh = inhibitors of human NADPH oxidase 1 (Nox1); Q9Y5S8; HT29 cells, luminol chemiluminescence ROS; inhibition, % at 6.7 µM; actives 0.81% (n = 16,000)
rat GALR2 ag = agonists of rat galanin receptor 2 (GALR2); Galanin receptor type 2 (Rattus norvegicus), O08726; cell-based GALR2 agonist screen; activation, % at 10 µM; actives 0.5% (n = 16,000); in the data active = activation above about 15%
TLR4-MyD88 inh = inhibitors of human TLR4-MyD88 binding; Toll-like receptor 4 (Homo sapiens), O00206; Cell-based TLR4-MyD88 binding inhibition assay; inhibition, % at 10 µM; actives 0.06% (n = 16,000); AID 811, 2007; in the data active = inhibition above about 45%
PME-1 Maybr inh = inhibitors of human PME-1 in Maybridge library | Protein phosphatase methylesterase 1 (Homo sapiens), Q9Y570 | actives 0.5% (n = 16,000) | inhibition, % at 9 µM | recombinant PME-1, FP-Rh probe fluorescence polarization; in the data active = inhibition above about 30%
Target sequence (Q9Y570 whole entry, looked up): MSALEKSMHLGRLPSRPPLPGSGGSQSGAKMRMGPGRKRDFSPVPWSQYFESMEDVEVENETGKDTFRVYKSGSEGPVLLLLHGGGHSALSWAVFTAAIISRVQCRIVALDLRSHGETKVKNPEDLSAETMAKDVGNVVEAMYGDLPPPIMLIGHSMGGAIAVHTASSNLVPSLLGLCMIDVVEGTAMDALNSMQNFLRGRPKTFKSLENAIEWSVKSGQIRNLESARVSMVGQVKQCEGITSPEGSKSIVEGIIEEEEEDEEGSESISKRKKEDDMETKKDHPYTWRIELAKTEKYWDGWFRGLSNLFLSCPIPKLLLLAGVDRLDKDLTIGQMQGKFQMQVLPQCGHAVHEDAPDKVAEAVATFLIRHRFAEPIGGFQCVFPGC
OPRK1 antag MB = antagonists of human kappa opioid receptor OPRK1, Maybridge library. OPRK1 cells, antagonist mode, fluorescence readout. actives 0.4% (n = 16,000). Kappa-type opioid receptor (Homo sapiens), P41145. inhibition, % at 9 µM; in the data active = inhibition above about 50%
* = called active by the depositor; nt = not tested or not shown. Cut-off read from the data, not from the text of the source, unless noted: active = inhibition above about 75%; inactive = the rest.

no.	mol	luminol inh ctr	NOTCH ag	S1P1 agonist	Nox1 inh	rat GALR2 ag	TLR4-MyD88 inh	PME-1 Maybr inh	OPRK1 antag MB
1	CC1CC(NC(=O)CC#N)CC(C)(C)C1 (stereo not given)	-5	-0.7	-5	8	-1	-6	7	12
2	CCOC(=O)Cc1nn(Cc2nc(-c3ccc([N+](=O)[O-])cc3)cs2)c(=O)c2ccccc12	8	-0.8	-6	-2	-6	-3	-4	-2
3	Cc1ccc(CS(=O)(=O)c2cccs2)cc1	-3	-0.6	-4	2	-7	-4	5	20
4	C/S(=N\S(=O)(=O)c1cccc2nsnc12)c1ncccc1C(F)(F)F (stereo not given)	2	-0.3	0	-20	-6	-7	-4	5
5	O=C(CSc1n[nH]c(=O)n1-c1cccnc1)c1ccc2c(c1)OCCO2	-1	0.1	-8	-32	-8	-3	-2	-18
6	COc1ccc(Oc2cccc(Cl)c2CNC(=O)NS(=O)(=O)c2ccc(C)cc2)cc1	3	-0.6	20	-72	-4	5	-4	-2
7	CCOC(=O)c1cnc2c(c(C3CC3)nn2C)c1N1CCOCC1	1	0.1	-40	-21	1	6	2	-3
8	COC(=O)c1ccc(C(=O)OC)c(NS(C)(=O)=O)c1	-1	-0.3	2	6	-6	-4	4	7
9	Cc1ncn2cc(-c3ccc(Cl)cc3Cl)[nH]c(=O)c12	-2	-0.3	19	-12	-6	-7	2	-28
10	S=c1[nH]nc(-c2ccccc2)n1/N=C/c1cccs1	12	-5.3	2	14	-5	-8	4	3
11	Cc1onc(NC(=O)c2ccc([N+](=O)[O-])o2)c1Br	-2	-0.4	5	4	-10	-6	5	2
12	Cc1ccc(S/C=C(\C#N)S(=O)(=O)c2ccc(Cl)cc2)cc1	1	-0.1	0	-17	-6	-7	-1	19
13	CCOC(=O)C12CCC(C(=O)OCC)(CC13SCCS3)C1(C2)SCCS1	2	0.1	11	-42	-9	-4	-4	12
14	CN(NC1OC(=O)c2ccccc21)c1ncc(C(F)(F)F)cc1Cl (stereo not given)	4	0.0	-8	-41	-5	4	-3	-16
15	Cc1ccc(S(=O)(=O)NC(=O)NCCCN2CCN(Cc3c(F)cccc3Cl)CC2)cc1	-3	0.1	-19	6	-2	-1	-1	-4
16	c1ccc(-c2csc(N/N=C3\CCCc4occc43)n2)cc1	-2	-0.3	9	-9	-6	-3	2	20

3 entries drawn at random from those above, as already listed:
no.	mol	luminol inh ctr	NOTCH ag	S1P1 agonist	Nox1 inh	rat GALR2 ag	TLR4-MyD88 inh	PME-1 Maybr inh	OPRK1 antag MB
5	O=C(CSc1n[nH]c(=O)n1-c1cccnc1)c1ccc2c(c1)OCCO2	-1	0.1	-8	-32	-8	-3	-2	-18
13	CCOC(=O)C12CCC(C(=O)OCC)(CC13SCCS3)C1(C2)SCCS1	2	0.1	11	-42	-9	-4	-4	12
2	CCOC(=O)Cc1nn(Cc2nc(-c3ccc([N+](=O)[O-])cc3)cs2)c(=O)c2ccccc12	8	-0.8	-6	-2	-6	-3	-4	-2

Record cards, as listed above:
Profile of Cc1ccc(CS(=O)(=O)c2cccs2)cc1 : luminol inh ctr = -3; NOTCH ag = -0.6; S1P1 agonist = -4; Nox1 inh = 2; rat GALR2 ag = -7; TLR4-MyD88 inh = -4; PME-1 Maybr inh = 5; OPRK1 antag MB = 20
Profile of CCOC(=O)c1cnc2c(c(C3CC3)nn2C)c1N1CCOCC1 : luminol inh ctr = 1; NOTCH ag = 0.1; S1P1 agonist = -40; Nox1 inh = -21; rat GALR2 ag = 1; TLR4-MyD88 inh = 6; PME-1 Maybr inh = 2; OPRK1 antag MB = -3
Profile of Cc1ccc(S/C=C(\C#N)S(=O)(=O)c2ccc(Cl)cc2)cc1 : luminol inh ctr = 1; NOTCH ag = -0.1; S1P1 agonist = 0; Nox1 inh = -17; rat GALR2 ag = -6; TLR4-MyD88 inh = -7; PME-1 Maybr inh = -1; OPRK1 antag MB = 19

Continuation:
no.	mol	luminol inh ctr	NOTCH ag	S1P1 agonist	Nox1 inh	rat GALR2 ag	TLR4-MyD88 inh	PME-1 Maybr inh	OPRK1 antag MB
17	O=[N+]([O-])c1ccc(CSc2ncc3ccccn23)cc1	-4	0.2	1	8	-3	-15	10	-16
18	Cc1cc(-c2onc(C)c2/C(N)=N/OC(=O)c2ccccc2)no1	-2	nt	-6	11	-6	5	0	7
19	Cc1nc(-c2ccccn2)nc(NCCNc2cccc(C(F)(F)F)n2)c1Cl	2	-0.5	-17	-50	-6	5	-19	-25
20	CSC(SC)=C(C#N)C#N	0	-0.8	-4	-100	-9	4	2	7
21	O=C(Cn1cc(C(F)(F)F)ccc1=O)c1ccc(Cl)cc1Cl	2	-0.5	-10	10	-8	0	-2	1
22	COC(=O)c1ccc(C(=O)O)nc1	-1	1.2	-1	-5	-7	6	-2	-7
23	CCC(C(=O)Nc1cc(OC)c(Cl)cc1OC)c1ccccc1 (stereo not given)	-2	-0.4	-16	-72	-2	-2	2	-21
24	COc1ccc(/C=N/NC(=S)NCCc2ccccc2)cc1	3	-0.9	-13	3	-7	4	1	6
25	O=S1(=O)CCC(S(=O)(=O)N2CCOCC2)C1 (stereo not given)	-2	-0.5	-10	-14	-7	2	11	-10
26	O=C(O)COCc1ccc(Br)cc1	-7	-0.4	13	8	-9	-2	4	-3
27	CCc1cnc(NS(=O)(=O)c2cc(Cl)sc2Cl)nc1-c1c(F)cccc1F	-1	-0.3	5	-41	-5	-8	-2	2
28	CC(=O)c1sc(C2(c3ccc(Cl)cc3Cl)CC2)nc1C	-1	0.5	5	-39	-10	5	8	6
29	COC(=O)C1=C(NNc2ccccc2)CSC1	16	-0.1	6	-2	-1	10	2	9
30	Cc1ccc(Oc2ccc(C)cc2)cc1	-5	0.1	-2	-3	-5	nt	6	21
31	COc1cccc(-c2csc(NNC(=O)c3ccncc3)n2)c1	4	-0.5	11	-96	-1	10	3	-8
32	Cc1ccc(S(=O)(=O)Nc2ccc(-n3ccc(C(F)(F)F)n3)cc2)cc1	2	-0.7	11	-31	-6	-4	0	0
33	CCOC(=O)c1ccc2nonc2c1	3	-0.5	1	-76	-8	-3	-2	6
34	OC1(C(F)(F)F)CC(c2ccncc2)=NN1 (stereo not given)	1	-0.7	-2	-51	-7	-2	-3	-8

Just S1P1 agonist and Nox1 inh, for two of the compounds above:
no. | mol | S1P1 agonist | Nox1 inh
6 | COc1ccc(Oc2cccc(Cl)c2CNC(=O)NS(=O)(=O)c2ccc(C)cc2)cc1 | 20 | -72
7 | CCOC(=O)c1cnc2c(c(C3CC3)nn2C)c1N1CCOCC1 | -40 | -21
